High-throughput results: PubChem BioAssay, National Center for Advancing Translational Sciences (NCATS)
Pf growth 48h: inhibits P. falciparum growth in the first generation, 48 h. P. falciparum luciferase growth in erythrocytes, 48 h. Potency, µM (highest dose often 28.7 µM), inactives show top-dose activity change, negative = inhibition, actives largely listed as inhibitors. hit rate 5.9% among 310,000; further: potency means the concentration at half of the fitted maximal effect; on the % scale 0 is the no-effect control and ±100 the full control effect
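Luciferase-expressing P. falciparum in infected erythrocytes (2% hematocrit, 0.1% parasitemia final) in RPMI 1640/0.5% Albumax were exposed to compound for 48 hours at 37 C, 5% CO2; growth read as luminescence.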
Tb PYK inh: T. brucei pyruvate kinase inhibition. hit rate 0.12% among 410,000. Q57TT1. TbPYK enzyme, Kinase-Glo Plus ATP luminescence, 45 min. Potency, µM (series often up to 76.8 µM), for inactives: at the highest dose activity, negative = inhibition, hits mostly inhibitors; further: potency means the concentration at half of the fitted maximal effect; on the % scale 0 is the no-effect control and ±100 the full control effect; nearly all actives have a fitted effect of over 50% in size
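ADP (130 uM final) triggers the TbPYK reaction after compound addition; incubation is 45 min at room temperature. Kinase-Glo Plus is then added and luminescence imaged. Normalized data are fitted to concentration-effect curves.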
Shiga inhibitor: inhibitors of Shiga toxin in Vero cells. inhibition, % at 38.7 µM. hit rate 9.2% among 290,000. Vero cells, Shiga toxin protein synthesis inhibition reporter. AID 2315; in the data active means inhibition mostly above about 28%, no sharp cut-off; inactive means mostly below about 43%; further: 0% is about no effect
Pf growth 96h: P. falciparum growth inhibition at 96 hour, primary screen for plastid delayed-death inhibitors | AID 504834 | P. falciparum luciferase reporter growth, 96 h | hit rate 6.9% among 320,000 | Potency, µM (highest dose often 28.7 µM), for inactives: at the top dose activity change, negative = inhibition, hits mostly inhibitors; further: potency means the concentration at half of the fitted maximal effect; on the % scale 0 is the no-effect control and ±100 the full control effect
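P. falciparum expressing integrated firefly luciferase, in erythrocytes at 2% hematocrit, 0.05% parasitemia, incubated with compounds 96 h at 37 C, 5% CO2. Growth inhibition read as loss of luminescence; two-generation exposure targets delayed-death apicoplast inhibitors.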
HCV inhibitor: HCV inhibition. Potency, µM (series often up to 41.8 µM), for the others: at the highest dose activity change, negative = inhibition, actives largely listed as inhibitors. hit rate 3.4% among 340,000. Huh7.5.1 HCVcc-Cre infection, luciferase reporter, 44 h. AID 651820; further: potency means the concentration at half of the fitted maximal effect; on the % scale 0 is the no-effect control and ±100 the full control effect
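1,000 cells/well; 4 h culture; + compound; + HCVcc-Cre (~0.5 moi); 44 h; luciferase substrate, RT 15 min; read 15 sec.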
CHX counter: counter-screen hit for Shiga toxin inhibitors, cycloheximide. hit rate 12% among 300,000. max response, %. AID 2314. cell reporter, cycloheximide protein synthesis inhibition counterscreen; in the data active means max response mostly above about 13%, no sharp cut-off; inactive means mostly below about 14%; further: read at 38.3 µM for the half of the compounds with a filed dose; 0% is about no effect
LmPK inhibitor: LmPK (Leishmania mexicana) enzyme inhibition | Q27686 | purified LmPK, Kinase-Glo ATP luminescence, 1 h | Potency, µM (highest dose often 57.5 µM), for inactives: at the highest dose activity change, negative = inhibition, most hits filed as inhibitors | hit rate 0.37% among 290,000 | AID 1721; further: potency means the concentration at half of the fitted maximal effect; on the % scale 0 is the no-effect control and ±100 the full control effect
Target sequence (Q27686 whole entry, looked up): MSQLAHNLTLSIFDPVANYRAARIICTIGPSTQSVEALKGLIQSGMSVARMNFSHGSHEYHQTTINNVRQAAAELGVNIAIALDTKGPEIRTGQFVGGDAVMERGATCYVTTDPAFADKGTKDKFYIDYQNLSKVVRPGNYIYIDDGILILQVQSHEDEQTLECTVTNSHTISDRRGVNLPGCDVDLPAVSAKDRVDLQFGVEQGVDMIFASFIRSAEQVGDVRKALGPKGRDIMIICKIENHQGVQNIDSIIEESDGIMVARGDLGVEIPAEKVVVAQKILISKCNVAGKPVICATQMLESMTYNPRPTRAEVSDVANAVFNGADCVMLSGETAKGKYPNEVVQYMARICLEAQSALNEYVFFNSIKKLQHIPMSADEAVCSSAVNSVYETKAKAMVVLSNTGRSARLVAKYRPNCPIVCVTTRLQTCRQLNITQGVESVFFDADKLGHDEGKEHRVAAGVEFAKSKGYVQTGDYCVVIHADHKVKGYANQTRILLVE
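Purified LmPK (0.1 nM) with 0.5 mM PEP and 0.1 mM ADP in imidazole buffer pH 7.2 with MgCl2/KCl, 1 h at room temperature. ATP formed was read by luciferase luminescence and normalized to no-enzyme and uninhibited controls.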
Active calls of the source: *; ? = inconclusive; . = no result given; [ ] = another dose, or the depositor's remark. Unless noted, the call rests on the fitted dose curve; in most records, active means well fitted curve in the direction sought with a large enough effect; inconclusive means small, poorly fitted or top-dose-only effect, or another doubt; inactive means no such curve, though single readings can be large; an effect the other way counts as inactive or inconclusive.

Screens by letter: A = Pf growth 48h; B = Tb PYK inh; C = Shiga inhibitor; D = Pf growth 96h; E = HCV inhibitor; F = CHX counter; G = LmPK inhibitor
> CCCCCCCC[n+]1c(C)n(-c2ccccc2)c2ccc(NC(C)=O)cc21
  A = ? | B = -12% | C = -6 | D = 0% | E = 14µM* | F = 1 | G = 0%
> Cc1cc(C)c(NC(=O)OCCN2CCOCC2)c(C)c1
  A = 2% | B = ? | C = -6 | D = 0.23µM* | E = 17% | F = 8 | G = 0%
> Cc1cc(S(=O)(=O)NCC(C)C)ccc1OCC(=O)NC1CC1
  A = 0% | B = -6% | C = -2 | D = ? | E = 19% | F = 2 | G = -9%
> COc1ccc2nc3ccccc3nc2c1
  A = 257%[activator] | B = -5% | C = 69* | D = 138%[activator] | E = -6% | F = 40* | G = ?
> O=C(Nc1ccccc1)Nc1cccn(Cc2c(F)cccc2Cl)c1=O
  A = 61%[activator] | B = -3% | C = 95* | D = -15% | E = ? | F = 60* | G = -8%
> COc1ccc(S(=O)(=O)NCC2CCCN(Cc3cn(C)nc3C)C2)cc1 (configuration not stated)
  A = 8% | B = 2% | C = -15 | D = 147%[activator] | E = 8% | F = -1 | G = -1%
> O=C(c1cccs1)N1CCN(C2CCCCC2)CC1
  A = -14% | B = -12% | C = -8 | D = 22% | E = 11% | F = -4 | G = 7%
> COc1cccc(C(=O)OCCN2C(=O)c3ccccc3C2=O)c1OC
  A = . | B = -1% | C = 32 | D = 2% | E = 5% | F = 8 | G = 10%
> CCOc1cc(C(=O)NCc2ccco2)cc(OCC)c1OCC
  A = -10% | B = -3% | C = -3 | D = ? | E = ? | F = -1 | G = 1%
> CCc1ccccc1NC(=O)c1cc(C)no1
  A = -21% | B = 2% | C = 5 | D = 16% | E = 12% | F = -2 | G = 2%
> Cc1cccc(C(=O)Nc2ccnc(-c3cccnc3)n2)c1
  A = -27% | B = 2% | C = -1 | D = ? | E = -3% | F = -10 | G = -1%
> COC(=O)c1c(NC(C)=O)sc2c1CCCC2
  A = -8% | B = -14% | C = -10 | D = ? | E = ? | F = -5 | G = 1%
> O=C(NNc1ccc(F)cc1F)C1CCC1
  A = 8% | B = -15% | C = -1 | D = 1% | E = 17% | F = 1 | G = -6%
> O=C(OCC(=O)c1c[nH]c2ccccc12)c1cc2ccccc2cc1O
  A = -2% | B = -7% | C = 31 | D = 19% | E = ? | F = 11 | G = 5%
> Cn1c2c(c(=O)n(C)c1=O)CN(CCc1ccccc1)CN2
  A = -3% | B = 6% | C = -5 | D = -14% | E = 12% | F = -1 | G = 0%
> Cc1ccc(CN2CCN(CC(C)C)C(CCO)C2)s1 (configuration not stated)
  A = 15% | B = 2% | C = 82* | D = ? | E = -2% | F = 39* | G = 0%
> CC(C)Cn1c(SCC(=O)Nc2ccc3[nH]c(=O)[nH]c3c2)nc2ccccc2c1=O
  A = ? | B = 7% | C = . | D = -16% | E = 9% | F = . | G = .
> CCN(CC)Cc1nc2c(c(=O)[nH]1)C1(CCCCC1)Cc1ccccc1-2
  A = ? | B = 4% | C = -5 | D = . | E = -24% | F = -3 | G = 5%
> Cc1c(C(=O)NNC(=O)c2csc(N3CCOCC3)n2)oc2ccccc12
  A = 5% | B = -11% | C = . | D = 37%[activator] | E = -3% | F = . | G = .
> C/C(=N\N1C(=O)c2ccccc2C1=O)c1cccc([N+](=O)[O-])c1
  A = -2% | B = -13% | C = 2 | D = 2% | E = 4% | F = 1 | G = 2%
> COCCn1c(-c2ccc(NC(C)=O)cc2)nc2c1c(=O)[nH]c(=O)n2CC(C)C
  A = -14% | B = 3% | C = 4 | D = -6% | E = 10% | F = 7 | G = 2%
> O=C(CCC(=O)c1cccs1)NCCc1ccc(F)cc1
  A = 15% | B = -3% | C = . | D = 0% | E = 10% | F = . | G = .
> COc1ccc(N(CC(=O)NC2CC2)S(=O)(=O)c2ccccc2)cc1
  A = 9% | B = -1% | C = -6 | D = 20% | E = 6% | F = -6 | G = -2%
> CC(=O)Nc1sc(NC(=O)c2ccc([N+](=O)[O-])cc2)nc1-c1cccs1
  A = ? | B = -5% | C = 10 | D = ? | E = ? | F = 6 | G = -16%
> C/C(Cl)=C\Cn1c(N2CCCC2)nc2c1c(=O)n(C)c(=O)n2C
  A = ? | B = 1% | C = -7 | D = ? | E = -10% | F = -3 | G = 3%
> NC(=S)Nc1ccc(S(=O)(=O)c2ccc(NC(N)=S)cc2)cc1
  A = -5% | B = -29% | C = -8 | D = 2% | E = 33%[activator] | F = -2 | G = 9%
> CCn1c(CCCNC(=O)c2ccco2)nc2ccccc21
  A = -25% | B = -2% | C = -6 | D = 13% | E = 1% | F = -5 | G = 0%
> O=C(c1ccc(Cl)c(Cl)c1)c1cnc(Nc2ccccc2)s1
  A = 31%[activator] | B = -1% | C = -4 | D = 75%[activator] | E = 0% | F = 11 | G = 0%
> COc1cc(Nc2ccc(S(N)(=O)=O)cc2)c([N+](=O)[O-])nc1[N+](=O)[O-]
  A = 2% | B = -5% | C = . | D = 2% | E = 8% | F = -3 | G = 7%
> O=C(CCc1ccccc1)NC1(Cc2ccccc2)CCN(CCc2cccs2)C1=O (configuration not stated)
  A = ? | B = 0% | C = . | D = ? | E = ? | F = . | G = .

Look-ups from the entries so far:
In LmPK inhibitor, COCCn1c(-c2ccc(NC(C)=O)cc2)nc2c1c(=O)[nH]c(=O)n2CC(C)C is listed with 2%
In LmPK inhibitor, CC(=O)Nc1sc(NC(=O)c2ccc([N+](=O)[O-])cc2)nc1-c1cccs1 is listed with -16%
In Pf growth 48h, COc1ccc2nc3ccccc3nc2c1 is listed with 257%[activator]
In Tb PYK inh, CCc1ccccc1NC(=O)c1cc(C)no1 is listed with 2%
In LmPK inhibitor, Cc1ccc(CN2CCN(CC(C)C)C(CCO)C2)s1 (configuration not stated) is listed with 0%
In Pf growth 48h, O=C(c1cccs1)N1CCN(C2CCCCC2)CC1 is listed with -14%
In Shiga inhibitor, COC(=O)c1c(NC(C)=O)sc2c1CCCC2 is listed with -10

Further records.
Screens by letter: A = Pf growth 48h; B = Tb PYK inh; C = Shiga inhibitor; D = Pf growth 96h; E = HCV inhibitor; F = CHX counter; G = LmPK inhibitor
> CCOC(=O)C1CCN(C(=O)CCn2c(=O)[nH]c3ccccc3c2=O)CC1
  A = 2% | B = -4% | C = -4 | D = ? | E = 10% | F = -3 | G = -2%
> CCN1CCN(CCCN(Cc2ccco2)C(=S)Nc2ccc(Cl)cc2)CC1
  A = ? | B = 1% | C = -15 | D = -27% | E = ? | F = 2 | G = 7%
> OCCNc1nc(-c2ccccc2)nc2ccccc12
  A = 9% | B = -1% | C = 14 | D = -15% | E = 7.9µM* | F = 1 | G = 2%
> C=CCn1c(=O)c(C(=O)NCCc2ccc(Cl)cc2)c(O)c2cc(OC)c(OC)cc21
  A = 1% | B = -1% | C = -15 | D = 5% | E = -5% | F = -2 | G = 9%
> COc1ccc(NC(=O)CN(C)C(=O)c2ccccc2Sc2ncnc3sc(C)c(C)c23)cc1
  A = ? | B = -21% | C = . | D = ? | E = -24% | F = . | G = .
> O=C(CSc1ccccn1)Nc1ccc2c(c1)oc1ccccc12
  A = 33%[activator] | B = -6% | C = 57* | D = -2% | E = ? | F = 42* | G = 3%
> CCOC(=O)c1ccc(-n2c(CCC(=O)O)ccc2-c2cccs2)cc1
  A = -10% | B = ? | C = 24 | D = 57%[activator] | E = 17% | F = 6 | G = 1%
> Cn1c(=O)c2c(ncn2CCCC(=N)N2CCOCC2)n(C)c1=O
  A = 5% | B = 1% | C = 26 | D = 50%[1.15 µM] | E = 14% | F = 14 | G = -2%
> COc1ccc(CCN2C(=O)c3cccnc3C2=O)cc1OC
  A = 8% | B = 2% | C = 7 | D = ? | E = -8% | F = -3 | G = 2%
> Cc1ccc(C(=O)CSc2ncnc3ccccc23)o1
  A = 15%[5.75 µM] | B = -15% | C = 110* | D = 15% | E = 4% | F = 26* | G = ?
> O=C(COc1ccccc1)Nc1ccc(-c2ccc(N3CCOCC3)nn2)cc1
  A = ? | B = 0% | C = . | D = ? | E = 2% | F = . | G = .
> CC12CCC(=O)N1C(C(=O)N1CCN(S(=O)(=O)c3ccccc3F)CC1)CS2 (configuration not stated)
  A = 21% | B = -7% | C = . | D = -3% | E = 16% | F = . | G = .
> O=C(CCC1COc2ccccc2O1)Nc1ccccn1 (configuration not stated)
  A = 14% | B = -8% | C = 14 | D = . | E = 5% | F = 11 | G = -1%
> COCC(=O)N/N=C\c1ccc(OC/C=C/c2ccccc2)c(OC)c1
  A = 4.7µM* | B = 3% | C = -4 | D = -3% | E = -16% | F = -2 | G = -1%
> COc1cc(Cl)c(C)cc1NC(=O)CSc1nnc(-c2cccnc2)n1Cc1ccco1
  A = -8% | B = -4% | C = -2 | D = ? | E = ? | F = -2 | G = 0%
> Cc1ccc(N2CCN(S(=O)(=O)c3ccc(C)cc3)CC2)cc1
  A = ? | B = 0% | C = . | D = 4% | E = 22% | F = -1 | G = 1%
> CC(C)C[C@H](NC(=O)c1nc[nH]c1C(=O)NC(c1ccccc1)c1ccccc1)C(=O)OCc1ccccc1
  A = 3.7µM* | B = -3% | C = 12 | D = 2.9µM* | E = ? | F = 5 | G = 6%
> Cc1c(NC(=O)/C(C#N)=C/c2c(N3CCCCC3)nc3ccccn3c2=O)c(=O)n(-c2ccccc2)n1C
  A = 29% | B = 0% | C = -3 | D = 68%[activator] | E = 8% | F = -4 | G = 2%
> Cc1cccc(C)c1NC(=O)C1(N2CCN(C(=O)c3ccco3)CC2)CCCCC1
  A = -29% | B = -5% | C = 17 | D = 7% | E = -1% | F = -2 | G = 3%
> CCc1nn(-c2cc(Oc3cccc4ccccc34)nc(-c3ccccc3)n2)c(N)c1C#N
  A = ? | B = -4% | C = -16 | D = 26% | E = 1% | F = -1 | G = 6%
> CCOP(=O)(O)c1ccccc1OCCOCCOc1ccccc1P(=O)(O)OCC
  A = . | B = 0% | C = -15 | D = 27% | E = 23% | F = 5 | G = 2%
> CCOC(=O)c1c(NC(=O)CC2Nc3cc(C)c(C)cc3NC2=O)sc(C)c1C (configuration not stated)
  A = 16% | B = -2% | C = 19 | D = 15% | E = ? | F = 13 | G = 1%
> Cc1ccc(C)c(N2N=C(C(=O)Nc3ccccc3N3CCOCC3)CCC2=O)c1
  A = 12µM* | B = 5% | C = . | D = ? | E = ? | F = . | G = .
> Cc1ccc(OCc2cc(C(=O)N3CCN(C4CCCCC4)CC3)no2)cc1C
  A = ? | B = 0% | C = 65* | D = 37%[activator] | E = -26% | F = 52* | G = -2%

Exported with two lines to a compound: part of the list above.
Order of results – Pf growth 48h | Tb PYK inh | Shiga inhibitor | Pf growth 96h | HCV inhibitor | CHX counter | LmPK inhibitor
CCOC(=O)c1c(NC(=O)CC2Nc3cc(C)c(C)cc3NC2=O)sc(C)c1C (configuration not stated)
→ 16% | -2% | 19 | 15% | ? | 13 | 1%
Cc1cccc(C)c1NC(=O)C1(N2CCN(C(=O)c3ccco3)CC2)CCCCC1
→ -29% | -5% | 17 | 7% | -1% | -2 | 3%
